Screening results as filed in PubChem.
HKDC1 inh – HKDC1 (human) hexokinase inhibition. Q2TB90. recombinant HKDC1, G6PDH/diaphorase resazurin coupled fluorescence. inhibition, % at 20 µM. hit rate 0.16% among 340,000;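 active = inhibition above about 35% when tested at 20 µM, limit read from the data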;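 note: plate controls were DMSO wells with enzyme for no effect and DMSO wells lacking enzyme for full effect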
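Test system: recombinant HKDC1 (HK5) hexokinase enzyme, produced in-house / Doses: 20 µM test compound, 1% DMSO / Timing: 90 min, room temperature / Detection: G6PDH/diaphorase-coupled fluorescence, 1 mM NADP, 100 µM resazurin, 525/613 nm / Control set: DMSO wells with and without enzyme mix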
SENP7 inh – SENP7 protease inhibition; Q9BQF6; recombinant SENP7, Z-RLRGG-aminoluciferin luminescence, 40 min; inhibition, % at 5 µM; hit rate 1.5% among 330,000;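 active = inhibition above about 50% at the single test dose, limit read from the data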;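 note: plate controls were DMSO with enzyme for no effect and no enzyme buffer wells for full effect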
Target sequence (Q9BQF6 706-1050 limits assumed): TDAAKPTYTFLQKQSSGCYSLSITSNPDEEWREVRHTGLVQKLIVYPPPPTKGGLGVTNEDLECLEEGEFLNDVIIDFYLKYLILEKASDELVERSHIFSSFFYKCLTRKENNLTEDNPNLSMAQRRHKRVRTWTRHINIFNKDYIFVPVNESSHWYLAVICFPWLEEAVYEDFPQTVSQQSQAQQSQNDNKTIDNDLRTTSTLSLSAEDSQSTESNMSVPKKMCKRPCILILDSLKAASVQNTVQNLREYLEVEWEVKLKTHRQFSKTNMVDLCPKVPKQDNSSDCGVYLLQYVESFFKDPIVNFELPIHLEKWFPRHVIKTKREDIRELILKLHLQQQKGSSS
SENP8 block-1 – inhibitors of human SENP8 protease; AID 602440; recombinant SENP8, Nedd8 substrate fluorescence; Q96LD8; hit rate 0.64% among 360,000; inhibition, % at 20 µM; in the data active = inhibition mostly above about 40%, no sharp cut-off; inactive = mostly below about 27%
Target sequence (Q96LD8 whole entry, looked up): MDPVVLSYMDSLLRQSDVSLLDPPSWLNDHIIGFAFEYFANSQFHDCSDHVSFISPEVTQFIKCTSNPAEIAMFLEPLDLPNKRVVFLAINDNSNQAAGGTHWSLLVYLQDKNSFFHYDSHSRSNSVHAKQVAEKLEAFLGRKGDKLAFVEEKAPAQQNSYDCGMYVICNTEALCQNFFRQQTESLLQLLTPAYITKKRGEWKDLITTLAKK
SENP1 inh – inhibitors of human SENP1 SUMO protease catalytic domain. recombinant SENP1 catalytic domain, CyPet-SUMO1-YPet FRET cleavage. inhibition, % at 10 µM. hit rate 0.21% among 360,000. AID 624204;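 active = inhibition at least 30% at 10 µM, raw YFP signal under a set limit, fluorescence ratio 0.5 to 1.5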;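 note: 0% = enzyme with DMSO and 100% = no enzyme wells; some results filed as inactive read as strong as hits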
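system = hSENP1 catalytic domain, recombinant | reagent = SFCypet-SUMO1-SFYpet substrate at 25 nM | doses = one dose per compound, 10 µM, 0.5% DMSO | incubation = enzyme reaction for 50 min at room temperature, dark | measured by = FRET, CFP and YFP emission | controls = no-enzyme low, enzyme-DMSO high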
SENP8 block-2 – blocks the human protease SENP8 | Q96LD8 | purified SENP8, Z-RLRGG-aminoluciferin cleavage, luminescence | inhibition, % at 10 µM | hit rate 1.2% among 330,000 | AID 2540; in the data active = inhibition above about 50%
PfGluPho inh – PfG6PD (Plasmodium falciparum) enzyme inhibition; hit rate 0.78% among 350,000; PfGluPho enzyme, NADPH resazurin-diaphorase fluorescence; inhibition, % at 20 µM;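 active = inhibition reaching at least a set limit at 20 µM in the primary screen, cut at about 59% in these data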;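 note: 0% = DMSO wells with substrate and 100% = DMSO wells lacking glucose-6-phosphate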
SENP6 block – inhibitors of human SENP6 protease; Recombinant SENP6 catalytic domain, aminoluciferin luminescence; inhibition, % at 10 µM; AID 2599; Q9GZR1; hit rate 1.8% among 330,000;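 active = inhibition above about 50% at the single tested dose, limit read from the data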;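 note: plate controls were DMSO wells with enzyme for no effect and DMSO wells lacking enzyme for full effect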
Target sequence (Q9GZR1 628-1112 limits assumed): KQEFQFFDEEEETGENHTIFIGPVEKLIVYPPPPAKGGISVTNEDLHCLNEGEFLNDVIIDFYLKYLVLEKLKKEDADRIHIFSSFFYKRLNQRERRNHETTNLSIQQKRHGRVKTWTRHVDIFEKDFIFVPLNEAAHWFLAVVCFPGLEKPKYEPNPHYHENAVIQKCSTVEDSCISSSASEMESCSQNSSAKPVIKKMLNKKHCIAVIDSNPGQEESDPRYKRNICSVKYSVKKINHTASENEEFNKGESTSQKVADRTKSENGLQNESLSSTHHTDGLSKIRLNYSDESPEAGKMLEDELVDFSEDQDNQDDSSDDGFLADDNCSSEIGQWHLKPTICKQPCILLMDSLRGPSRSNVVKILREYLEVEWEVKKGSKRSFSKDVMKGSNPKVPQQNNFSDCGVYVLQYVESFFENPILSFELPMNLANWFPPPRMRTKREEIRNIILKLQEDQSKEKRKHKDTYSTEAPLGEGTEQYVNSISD
Apaf1 inhib – blocks human Apaf-1 apoptosome activity. O14727. reconstituted apoptosome caspase-3 activity, DEVD-Rh110 fluorescence. inhibition, % at 20 µM. hit rate 0.71% among 330,000. AID 489030; active = inhibition of at least 40% at 20 µM;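 note: plate controls were DMSO wells for no effect and DEVD-CHO caspase inhibitor wells for full effect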
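Assay system: Apoptosome proteins | Medium: pH 7.5 Hepes buffer with CHAPS, BSA, DTT | Also added: Cytochrome c and DEVD-Rh110 substrate | Times: 30 min plus 50 min, RT | Detection: Rhodamine 110 fluorescence at Ex 480/Em 540 nm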
* hit, by the source's call. Random draw from the library. About 3.6% of those tested had a hit in this group.

`CN1C(=O)N(C)C(NC(=O)Nc2ccccc2)C1NC(=O)Nc1ccccc1` (stereo not drawn) gave HKDC1 inh -5, SENP7 inh -11, SENP8 block-1 20, SENP1 inh 0, SENP8 block-2 -5, PfGluPho inh -9, SENP6 block -8 and Apaf1 inhib 5.
Cc1ccc(C)c(CN2C(=O)C3CCCN3c3ccc(S(=O)(=O)N4CCOCC4)cc32)c1 (stereo not drawn) was read as SENP7 inh -9, SENP8 block-2 0, SENP6 block -8 and Apaf1 inhib 25.
`O=C(CCl)N(c1ccccc1)C1CCS(=O)(=O)C1` (stereo not drawn) gave HKDC1 inh -5, SENP7 inh 2, SENP8 block-1 13, SENP1 inh 0, SENP8 block-2 2, PfGluPho inh -1, SENP6 block 7 and Apaf1 inhib -6.
For O=C(C1CCC(Cn2c(=S)[nH]c3ccccc3c2=O)CC1)N1CCOCC1 (stereo not drawn) the results were HKDC1 inh -6, SENP7 inh -3, SENP8 block-1 30, SENP1 inh 1, SENP8 block-2 4, PfGluPho inh -14, SENP6 block -18 and Apaf1 inhib 9.
`CCC(=O)N1CCC(c2ccc(OC)cc2)=N1` gave HKDC1 inh 1, SENP7 inh -8, SENP8 block-1 6, SENP1 inh -1, SENP8 block-2 -34, PfGluPho inh -2, SENP6 block -20 and Apaf1 inhib 4.
`CCC(C)(C)C1CCc2[nH]nc(C(=O)NCc3ccccn3)c2C1` (stereo not drawn) gave HKDC1 inh -3, SENP7 inh -6, SENP8 block-1 0, SENP1 inh 0, SENP8 block-2 -11, PfGluPho inh 14, SENP6 block -5 and Apaf1 inhib 21.
For Oc1ccccc1CNc1nc2ccccc2n1CCN1CCCCC1 the results were HKDC1 inh -4, SENP7 inh 5, SENP8 block-1 18, SENP1 inh 0, SENP8 block-2 -5, PfGluPho inh 14, SENP6 block 2 and Apaf1 inhib 12.
Screening O=C(NCc1ccc(Cl)cc1)[C@@H]1CCCN1S(=O)(=O)c1ccc(Cl)cc1 returned HKDC1 inh -7, SENP7 inh 4, SENP8 block-1 3, SENP1 inh 2, SENP8 block-2 -4, PfGluPho inh 6, SENP6 block -11 and Apaf1 inhib 5.
`CCC1CCCCN1CCCNC(=O)c1ccc(CS(=O)(=O)c2ccccc2OC)o1` (stereo not drawn) gave HKDC1 inh 2, SENP7 inh 1, SENP8 block-1 6, SENP1 inh 1, SENP8 block-2 5, PfGluPho inh -7, SENP6 block 9 and Apaf1 inhib 1.
For CCCCCc1nnc(NC(=O)C2CCCO2)s1 (stereo not drawn) the results were HKDC1 inh 7, SENP7 inh inactive, SENP8 block-1 26, SENP1 inh 1, SENP8 block-2 -2, PfGluPho inh 5, SENP6 block -2 and Apaf1 inhib -17.
Screening COC(=O)Cc1cc(=O)n2[nH]c(C)nc2n1 returned HKDC1 inh 6, SENP7 inh 4, SENP8 block-1 19, SENP1 inh 3, SENP8 block-2 7, PfGluPho inh 6, SENP6 block 5 and Apaf1 inhib -2.
Screening CC(OC(=O)CNC(=O)c1ccc(Cl)cc1)C(=O)NC1CCCCC1C (stereo not drawn) returned HKDC1 inh -4, SENP7 inh -5, SENP8 block-1 10, SENP1 inh 0, SENP8 block-2 -3, PfGluPho inh -16, SENP6 block -13 and Apaf1 inhib 3.
NC(=O)c1ncn([C@@H]2O[C@H](CNC(=O)[C@@H](N)Cc3cccnc3)[C@@H](O)[C@H]2O)n1 was read as HKDC1 inh -5, SENP8 block-1 -1, SENP1 inh 2 and PfGluPho inh -2.
Cc1cnn(Cc2cccnc2)c1N was read as HKDC1 inh -8, SENP7 inh 0, SENP8 block-1 16, SENP1 inh 2, SENP8 block-2 0, PfGluPho inh -9, SENP6 block -18 and Apaf1 inhib -27.
Screening O=C(O/N=C/c1ccc2c(c1)OCO2)c1ccccc1Cl returned SENP7 inh 80*, SENP8 block-2 84*, SENP6 block 86* and Apaf1 inhib 13.
`CCOC(=O)c1sc2nccc(N(C)C)c2c1N=CNOCc1c(F)cccc1Cl` gave HKDC1 inh 9, SENP7 inh 14, SENP8 block-1 -489, SENP1 inh -37, SENP8 block-2 -9, PfGluPho inh 7, SENP6 block 1 and Apaf1 inhib 27.
`Cc1ccccc1C(=O)c1cccn1CC(=O)O` gave HKDC1 inh -10, SENP7 inh 1, SENP8 block-1 13, SENP1 inh -2, SENP8 block-2 -3, PfGluPho inh -26, SENP6 block -34 and Apaf1 inhib 11.
CCc1ccc(/C(C)=N/NC(=O)c2c[nH]c3ccccc23)s1 was read as HKDC1 inh -3, SENP7 inh -7, SENP8 block-1 10, SENP1 inh 1, SENP8 block-2 -11, PfGluPho inh 4, SENP6 block -8 and Apaf1 inhib 2.
Screening Cc1c(C)c(C)c(C(=O)C2CCN(c3ccc([N+](=O)[O-])cn3)CC2)c(C)c1C returned HKDC1 inh 0, SENP7 inh 0, SENP8 block-1 44*, SENP1 inh -4, SENP8 block-2 6, PfGluPho inh -7, SENP6 block 5 and Apaf1 inhib 5.
For O=C(COC(=O)c1cnc(Cl)c(Cl)c1)Nc1cccc(S(=O)(=O)N2CCOCC2)c1 the results were HKDC1 inh 0, SENP7 inh 8, SENP8 block-1 11, SENP1 inh 0, SENP8 block-2 3, PfGluPho inh 9, SENP6 block 5 and Apaf1 inhib 11.
For O=C(CCCSc1nnnn1-c1cccc2ccccc12)c1ccc(F)cc1 the results were HKDC1 inh -3, SENP7 inh 5, SENP8 block-1 22, SENP1 inh 1, SENP8 block-2 1, PfGluPho inh -6, SENP6 block -12 and Apaf1 inhib 3.
Screening O=C(NC(Nc1ncc(S(=O)(=O)c2ccc([N+](=O)[O-])cc2)s1)(C(F)(F)F)C(F)(F)F)c1ccc(Cl)cc1 returned HKDC1 inh -3, SENP7 inh 8, SENP8 block-1 31, SENP1 inh 2, SENP8 block-2 4, PfGluPho inh -11, SENP6 block 7 and Apaf1 inhib 3.
For COc1ccccc1NC(=S)N(CCCN(C)C)Cc1cc2cc3c(cc2[nH]c1=O)OCO3 the results were HKDC1 inh -12, SENP7 inh -11, SENP8 block-1 -392, SENP1 inh 0, SENP8 block-2 -13, PfGluPho inh 15, SENP6 block -14 and Apaf1 inhib 10.
COc1ccccc1N1CCN(C2CCCN(C(=O)c3cccc(-c4ccco4)c3)C2)CC1 (stereo not drawn) was read as HKDC1 inh 3, SENP7 inh 11, SENP8 block-1 0, SENP1 inh 1, SENP8 block-2 -10, PfGluPho inh -9, SENP6 block -7 and Apaf1 inhib 20.
CCOC(=O)C1CCCN(C(=O)C(C)Oc2ccc(Cl)cc2Cl)C1 (stereo not drawn) was read as HKDC1 inh 6, SENP7 inh -5, SENP8 block-1 13, SENP1 inh 1, SENP8 block-2 0, PfGluPho inh 1, SENP6 block -10 and Apaf1 inhib -7.
Screening CC1CCN(S(=O)(=O)c2ccc(S(=O)(=O)NCc3cccnc3)cc2)CC1 returned HKDC1 inh -6, SENP7 inh 7, SENP8 block-1 18, SENP1 inh 3, SENP8 block-2 -5, PfGluPho inh 1, SENP6 block -8 and Apaf1 inhib -35.
For COc1cccc2cc(C(=O)N3CCc4ccccc4C3)c(=O)oc12 the results were HKDC1 inh 8, SENP7 inh 7, SENP8 block-1 -10, SENP1 inh 2, SENP8 block-2 7, PfGluPho inh -18, SENP6 block 25 and Apaf1 inhib 1.
CCN1c2ccc(S(=O)(=O)N3CCOCC3)cc2N(Cc2ccc(OC)cc2)C1C (stereo not drawn) was read as HKDC1 inh -11, SENP7 inh -2, SENP8 block-1 10, SENP1 inh -2, SENP8 block-2 -1, PfGluPho inh -1, SENP6 block 1 and Apaf1 inhib -1.
COc1cccc(NC(=O)COC(=O)CCCc2c[nH]c3ccccc23)c1 was read as HKDC1 inh -1, SENP7 inh 2, SENP8 block-1 -10, SENP1 inh -19, SENP8 block-2 3, PfGluPho inh 10, SENP6 block -22 and Apaf1 inhib -7.
Screening Cc1ccc(SCCNC(=O)/C=C/c2ccc(Cl)cc2)cc1 returned HKDC1 inh -4, SENP7 inh -2, SENP8 block-1 -2, SENP1 inh 3, SENP8 block-2 -9, PfGluPho inh 1, SENP6 block -9 and Apaf1 inhib -29.
Screening O=c1[nH]cc(CN2CCOCC2)c(=O)[nH]1 returned HKDC1 inh -5, SENP8 block-1 7, SENP1 inh 2 and PfGluPho inh -2.
For CN1CCN(S(=O)(=O)c2ccc(NC(=O)C3CCCCC3)cc2)CC1 the results were HKDC1 inh -2, SENP7 inh -2, SENP8 block-1 13, SENP1 inh -1, SENP8 block-2 -1, PfGluPho inh -11, SENP6 block -8 and Apaf1 inhib -1.
For CN(Cc1ccccc1)C(=O)c1cccc(NC(=O)Cc2ccc(NC(=O)C3CCCN(C(=O)C4CCCC4)C3)cc2)c1 (stereo not drawn) the results were HKDC1 inh -5, SENP8 block-1 1, SENP1 inh 0 and PfGluPho inh 10.
NNc1ccc(Cl)c(C(=O)O)c1 was read as HKDC1 inh -6, SENP7 inh -3, SENP8 block-1 9, SENP1 inh 2, SENP8 block-2 -7, PfGluPho inh 10, SENP6 block -13 and Apaf1 inhib -10.
Screening COc1ccc(-c2cnnc(N/N=C/c3c(C)nn(-c4ccccc4)c3Cl)n2)cc1 returned HKDC1 inh -1, SENP8 block-1 11, SENP1 inh 0 and PfGluPho inh -13.
Cc1oc2ncnc(N)c2c1C was read as HKDC1 inh -4, SENP7 inh 7, SENP8 block-1 -41, SENP1 inh -2, SENP8 block-2 -1, PfGluPho inh 4, SENP6 block 11 and Apaf1 inhib 2.

Structural class: the compounds so far with an NH in an aromatic ring (seven)
For O=C(C1CCC(Cn2c(=S)[nH]c3ccccc3c2=O)CC1)N1CCOCC1 (stereo not drawn) the results were HKDC1 inh -6, SENP7 inh -3, SENP8 block-1 30, SENP1 inh 1, SENP8 block-2 4, PfGluPho inh -14, SENP6 block -18 and Apaf1 inhib 9.
`CCC(C)(C)C1CCc2[nH]nc(C(=O)NCc3ccccn3)c2C1` (stereo not drawn) gave HKDC1 inh -3, SENP7 inh -6, SENP8 block-1 0, SENP1 inh 0, SENP8 block-2 -11, PfGluPho inh 14, SENP6 block -5 and Apaf1 inhib 21.
Screening COC(=O)Cc1cc(=O)n2[nH]c(C)nc2n1 returned HKDC1 inh 6, SENP7 inh 4, SENP8 block-1 19, SENP1 inh 3, SENP8 block-2 7, PfGluPho inh 6, SENP6 block 5 and Apaf1 inhib -2.
CCc1ccc(/C(C)=N/NC(=O)c2c[nH]c3ccccc23)s1 was read as HKDC1 inh -3, SENP7 inh -7, SENP8 block-1 10, SENP1 inh 1, SENP8 block-2 -11, PfGluPho inh 4, SENP6 block -8 and Apaf1 inhib 2.
For COc1ccccc1NC(=S)N(CCCN(C)C)Cc1cc2cc3c(cc2[nH]c1=O)OCO3 the results were HKDC1 inh -12, SENP7 inh -11, SENP8 block-1 -392, SENP1 inh 0, SENP8 block-2 -13, PfGluPho inh 15, SENP6 block -14 and Apaf1 inhib 10.
COc1cccc(NC(=O)COC(=O)CCCc2c[nH]c3ccccc23)c1 was read as HKDC1 inh -1, SENP7 inh 2, SENP8 block-1 -10, SENP1 inh -19, SENP8 block-2 3, PfGluPho inh 10, SENP6 block -22 and Apaf1 inhib -7.
Screening O=c1[nH]cc(CN2CCOCC2)c(=O)[nH]1 returned HKDC1 inh -5, SENP8 block-1 7, SENP1 inh 2 and PfGluPho inh -2.
